Source: PubChem BioAssay (several laboratories)
H9c2 protect: cardioprotection against H2O2-induced cell death, primary screen, uHTS, H9c2 cells, ATPLite luminescence. AID 588492, 2011. H9c2 cardiomyocytes, H2O2 injury protection, 2 h. 360,000 tested, 0.63% active. protection from H2O2 cell death, % at 20 µM;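 active = compounds giving at least 50% protection of heart cells from peroxide-induced death in the single-dose screen, raw or plate-pattern-corrected value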;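 note: 0% = DMSO wells with peroxide and 100% = DMSO wells without peroxide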
m5-HT2A agonist: mouse Htr2a agonists via beta-arrestin recruitment, primary screen, cell-based, luminescence; 360,000 tested, 0.66% active; CHO-K1 mHTR2A beta-arrestin complementation; percent of 30 µM serotonin response; activation, % at 7.6 µM;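 active = activation above a run cutoff, the mean activation of all tested compounds plus 3 SD, cut at about 14% in these data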;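 note: 0% = plate median of compound wells and 100% = 30 µM serotonin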
Target sequence (P35363 whole entry, looked up): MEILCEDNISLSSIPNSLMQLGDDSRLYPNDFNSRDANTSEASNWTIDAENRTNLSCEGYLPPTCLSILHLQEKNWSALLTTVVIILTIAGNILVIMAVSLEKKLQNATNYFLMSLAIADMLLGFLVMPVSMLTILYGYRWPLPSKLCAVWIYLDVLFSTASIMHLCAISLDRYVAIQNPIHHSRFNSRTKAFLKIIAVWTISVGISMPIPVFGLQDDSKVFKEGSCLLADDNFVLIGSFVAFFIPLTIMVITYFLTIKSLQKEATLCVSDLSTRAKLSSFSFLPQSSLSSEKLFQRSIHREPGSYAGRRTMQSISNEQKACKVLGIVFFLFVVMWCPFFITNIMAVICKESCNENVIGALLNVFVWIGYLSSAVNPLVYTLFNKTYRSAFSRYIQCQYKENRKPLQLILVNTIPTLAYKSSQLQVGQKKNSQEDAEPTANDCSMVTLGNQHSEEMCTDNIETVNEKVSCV
MC4R ag barr: MC4R agonists recruiting beta-arrestin, primary screen, cell-based, luminescence, agonist arm of biased-ligand search | 360,000 tested, 0.98% active | activation, % at 8.9 µM | U2OS MC4R beta-arrestin complementation; percent of melanotan II response, DMSO zero | AID 540308, 2011;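 active = activation above a per-plate cutoff, the mean activation of sample wells on that plate plus 3 SD, cut at about 8% in these data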
Target sequence (P32245 whole entry, looked up): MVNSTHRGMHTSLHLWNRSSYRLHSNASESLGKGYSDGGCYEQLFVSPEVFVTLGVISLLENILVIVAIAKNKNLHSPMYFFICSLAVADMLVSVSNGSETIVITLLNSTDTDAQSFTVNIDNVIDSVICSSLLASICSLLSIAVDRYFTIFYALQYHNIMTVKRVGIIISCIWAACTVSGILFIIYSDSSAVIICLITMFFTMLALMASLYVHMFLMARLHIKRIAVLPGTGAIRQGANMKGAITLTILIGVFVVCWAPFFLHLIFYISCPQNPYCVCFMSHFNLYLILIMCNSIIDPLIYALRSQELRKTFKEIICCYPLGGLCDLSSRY
N-glyco inh: increase of ERlucT glycosylation luciferase signal, primary screen, N-linked glycosylation inhibitor project, D54 ERlucT cells, luminescence, set 2 | D54 ERlucT glycosylation luciferase reporter, 24 h; percent of 100 nM tunicamycin response | reporter increase, % at 12.5 µM | 360,000 tested, 0.23% active | AID 588692, 2011;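 active = mean luciferase reporter signal, scaled so untreated is 0 and the glycosylation-blocking control 100, at or above a set limit in every replicate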;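 note: luciferase carries N-glycosylation sites so blocking glycosylation raises the light; 0% = median of neutral control wells and 100% = median of 100 nM tunicamycin wells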
ABHD5-PLIN5 inh: ABHD5-PLIN5 interaction inhibitors, primary screen, cell lysate, split luciferase complementation, luminescence. Split G. princeps luciferase complementation, 4 h. inhibition, % at 4 µM. 360,000 tested, 0.78% active;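 active = inhibition above the mean inhibition across every tested compound plus 3 SD, cut at about 22% in these data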;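 note: 0% = DMSO only wells and the 100% control is not disclosed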
Exocytosis inh: LAMP-1 surface exposure blockers, TALL-104 cells – cell-based, flow cytometry, MLPCN library, primary screen; TALL-104 LAMP-1 surface exposure; cells stimulated with thapsigargin and PMA; inhibition, % at 10 µM; 360,000 tested, 0.66% active; AID 651702, 2012;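 active = inhibition above about 55%, limit read from the data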
CaV13 ICDI inh: Primary screen for inhibitors of IQ motif and Ca2+-dependent inactivation inhibitor domain binding in CACNA1D, Förster resonance energy transfer in living cells, …; HEK cells, CFP/YFP FRET ICDI-IQ, plate reader, 10 min; percent FRET-ratio fall versus neutral wells; inhibition, % at 12.3 µM; 340,000 tested, 0.098% active;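 active = mean replicate inhibition of at least 30% and at least 1% of replicates passing that level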;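 note: 0% = median of the neutral control wells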
PDI turbidity: inhibitors of human PDI, primary screen, biochemical, turbidity, single point, plate reader | Protein disulfide-isomerase (Homo sapiens), P07237 | PDI insulin aggregation turbidity, A650, 90 min | inhibition, % at 10 µM | 350,000 tested, 0.052% active | AID 588391, 2011;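 active = mean inhibition across replicates of 30% or more, whatever share of single replicates reach that level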;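 note: absorbance from insulin aggregation driven by PDI reduction with DTT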
MC4R antag cAMP: MC4R antagonists of cAMP signaling, primary screen, cell-based, TR-FRET, antagonist arm of biased-ligand search; inhibition, % at 6.5 µM; 360,000 tested, 0.48% active; AID 540295, 2011; Melanocortin receptor 4 (Homo sapiens), P32245; MC4R-expressing cells, MTII-stimulated cAMP, LANCE TR-FRET;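 active = inhibition above its plate's cutoff, the mean of tested wells on that plate plus 3 SD, cut at about 29% in these data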;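 note: 0% = Melanotan II alone and 100% = Melanotan II plus saturating MCL0020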
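Material: U2OS-MC4R stable cell line | Reagent: Melanotan II challenge after compound preincubation | Doses: One concentration, 6.5 µM nominal | Incubation: 30-min compound preincubation, 1-h Melanotan II challenge, 1-h detection, room temperature | Signal: TR-FRET cAMP assay | Replicates: One well per compound, no replicates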
ABCB6 inh MLPCN: ABCB6 transporter inhibitors, primary screen, K562-ABCB6 cells, flow cytometry, MLPCN library. fluorescence ratio to DMSO, % at 10 µM. K562-ABCB6 porphyrin accumulation, 1 h; active compounds read low. 360,000 tested, 0.19% active. ATP-binding cassette sub-family B member 6 (Homo sapiens), Q9NP58;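 active = fluorescence ratio to DMSO below 75%, the collection mean minus 3 SD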;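 note: signal is porphyrin accumulated inside mitochondria; 100% equals median channel fluorescence of DMSO control wells; lower ratio means ABCB6 inhibition with less porphyrin fluorescence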
* hit, by the source's call; x = no result given. Rows were taken by chance; 4.2% or so of the library scored in one or more.

SMILES | H9c2 protect | m5-HT2A agonist | MC4R ag barr | N-glyco inh | ABHD5-PLIN5 inh | Exocytosis inh | CaV13 ICDI inh | PDI turbidity | MC4R antag cAMP | ABCB6 inh MLPCN
O=C(NCCCCCCNC(=O)OC1CCS(=O)(=O)C1)OC1CCS(=O)(=O)C1 (centres undefined) | 8 | 3 | 0.1 | 0 | -1 | -2 | -5 | -8 | 6 | 148
CCOc1cccc(-c2c(C(=O)N/N=C/c3cccnc3)nnn2-c2nonc2N)c1 | 18 | 4 | -2.2 | 3 | 7 | 9 | -7 | -8 | 6 | 100
Cc1csc(SCC(=O)Nc2cccc3nsnc23)n1 | 15 | 5 | 1.5 | -11 | 7 | 3 | 0 | -4 | -5 | 112
CCCS(=O)(=O)c1c(S(=O)(=O)CCC)c2c(N)cccn2c1C(=O)OC | 6 | 3 | -1.5 | 1 | 4 | 0 | -5 | 13 | 1 | 100
O=C1c2ccccc2C(=O)C1c1ccnc2ccccc12 | -37 | 6 | 0.1 | -12 | 6 | -1 | x | -4 | 7 | 99
CCc1noc(C)c1C(=O)N1CCN(S(=O)(=O)c2ccc(Cl)cc2)CC1 | 2 | -5 | -1.3 | 0 | 3 | 7 | -6 | -2 | 2 | 96
C[C@H]1CNC(=O)c2c(C(=O)NC3CCN(C(=O)OC(C)(C)C)CC3)ncn21 | -5 | 2 | x | 0 | 1 | 11 | -6 | x | x | 94
O=C(O)COc1ccccc1/C=N/NC(=O)CSc1nc2ccccc2c(=O)n1-c1ccc(Cl)cc1 | 11 | 1 | -2.4 | 0 | -2 | -8 | -5 | -2 | 13 | 101
O=C(c1ccc(Cl)c(Cl)c1)N1CCOCC1 | 17 | -2 | 0.9 | 3 | -1 | 0 | x | 1 | 2 | 92
CCOC(=O)c1ccc(NC2=CC(=O)C(=O)c3ccccc32)cc1 | -31 | 1 | -0.2 | 0 | -6 | 10 | -7 | -2 | -6 | 116
Cc1ccc2oc(=O)cc(CN3CCCCC3)c2c1 | 6 | -14 | 1.8 | -3 | -1 | -7 | -6 | -2 | 7 | 97
CCC(Sc1nc2cc(OC)c(OC)cc2c(=O)n1CCc1ccc(S(N)(=O)=O)cc1)C(=O)NCCOC (centres undefined) | 7 | 3 | -2.8 | -1 | 6 | 3 | -5 | 12 | 2 | 97
Cc1ccc(NC(=O)Cn2c(=O)n(CCC(=O)NC3CCN(Cc4ccccc4)CC3)c(=O)c3ccccc32)cc1 | 25 | 4 | -0.1 | 20 | 1 | 18 | 2 | -5 | 9 | 102
O=C(NCc1cccnc1)c1ccc(S(=O)(=O)N2CCOCC2)cc1 | 9 | -3 | -1.5 | 0 | -4 | 7 | -9 | 2 | -3 | 94
COc1cc(/C=N/O)ccc1OCc1ccc(C(=O)O)cc1 | -16 | -2 | -0.8 | -10 | 4 | -1 | -5 | -5 | 10 | 92
COc1ccc(OC)c(-n2c(=S)[nH]c3c(sc(=S)n3-c3ccccc3C)c2=O)c1 | 7 | 0 | -1.3 | -2 | -6 | 1 | -6 | -5 | 3 | 91
CN(C(=O)CCc1nnc(-c2ccc(-c3ccccc3)cc2)o1)C1CCOCC1 | -9 | 5 | -1.1 | 1 | 6 | 1 | -6 | 3 | 16 | 102
CCC(CC)C(=O)Oc1c(C(=O)N(C)C)cccc1-c1ccccc1 | 2 | 0 | -0.1 | 0 | 2 | 9 | -6 | -2 | -4 | 94
O=C1NN(c2ccc(Cl)c(Cl)c2)C(=O)/C1=C/c1ccc(-c2ccccc2C(=O)O)o1 | -6 | -3 | 1.5 | 2 | 6 | -8 | -3 | -1 | -1 | 102
COc1ccc(C(CNC(=O)c2ccc(Cl)s2)N2CCOCC2)cc1 (centres undefined) | 9 | -7 | -0.6 | 1 | -10 | -4 | -7 | -4 | 7 | 96
Cc1ccc(S(=O)(=O)NCc2ccccc2)cc1C(=O)NC1CCC(C)CC1 (centres undefined) | -6 | 0 | -3.9 | -4 | -7 | 3 | -5 | -2 | 11 | 97
Cc1ccc(S(=O)(=O)c2cc(C#N)c(=O)[nH]c2N)cc1 | -2 | -2 | -1.3 | -1 | 7 | -2 | -4 | 10 | 3 | 99
COc1ccc(C(O)c2nc(-c3ccoc3)cs2)cc1 (centres undefined) | 1 | -9 | 1.6 | -1 | 18 | -2 | -12 | 1 | 10 | 100
Cn1nc(C(F)(F)F)c(C#N)c1N1CCN(c2ccccc2F)CC1 | -6 | 5 | -0.1 | -3 | 2 | 0 | x | 1 | 2 | 95
S=c1[nH]cc(-c2ccccc2)n1-c1ccccc1 | 5 | -1 | -1.6 | -1 | -11 | 0 | -4 | 0 | 3 | 103
CCc1ccccc1NC(=S)N=Nc1c(O)n(C)c2ccc(S(=O)(=O)N3CCOCC3)cc12 | 23 | -2 | -4.1 | 10 | 1 | 8 | -5 | 1 | 12 | 96
CSc1ccc(/C=N/NC(=O)c2ccc(-n3cnnn3)cc2)cc1 | 5 | 7 | 0.5 | -2 | -7 | 0 | -2 | 11 | 7 | 97
CCOC(=O)c1cc(NC(=O)c2ccc(OC)cc2)c(=O)oc1-c1ccccc1 | -1 | 2 | 0.6 | 1 | 4 | -1 | -9 | -2 | 2 | 96
O=C(COC(=O)/C=C/c1cccc(F)c1)Nc1cccc(S(=O)(=O)NC2=NCCCCC2)c1 | -1 | 8 | -1.6 | 1 | 2 | 9 | -3 | -3 | 6 | 95
CC1C(=O)N(Cc2cn(CCC3OCCCO3)nn2)CCS(=O)(=O)N1Cc1ccc(-c2cccc(N(C)C)c2)cc1 (centres undefined) | -7 | -5 | -2.0 | -2 | -2 | -1 | -5 | 1 | 1 | 100

3 compounds from above, sorted by their value in ABHD5-PLIN5 inh, falling:
mol	ABHD5-PLIN5 inh
Cc1ccc(S(=O)(=O)c2cc(C#N)c(=O)[nH]c2N)cc1	7
O=C(c1ccc(Cl)c(Cl)c1)N1CCOCC1	-1
CSc1ccc(/C=N/NC(=O)c2ccc(-n3cnnn3)cc2)cc1	-7

Following part.
SMILES | H9c2 protect | m5-HT2A agonist | MC4R ag barr | N-glyco inh | ABHD5-PLIN5 inh | Exocytosis inh | CaV13 ICDI inh | PDI turbidity | MC4R antag cAMP | ABCB6 inh MLPCN
CCCCC[C@H]1CN(Cc2ccc(OC)cc2)C(=O)[C@@H]1CC(=O)NCc1ccccc1 | -4 | -1 | 0.5 | -2 | 7 | -3 | -9 | -4 | 4 | 101
Cn1cnnc1SCC(=O)Nc1ccccc1F | 4 | 1 | -0.6 | 0 | 1 | -1 | -6 | -1 | -7 | 96
CC1CN(C(=S)c2cccc([N+](=O)[O-])c2)CC(C)O1 (centres undefined) | -6 | 1 | -1.9 | 0 | 1 | -3 | x | 5 | 3 | 94
CCCCn1c(N)c(N(CCC(C)C)C(=O)c2cccc(N3C(=O)c4ccccc4C3=O)c2)c(=O)[nH]c1=O | 0 | -1 | -3.1 | 3 | -6 | -8 | -6 | -1 | 2 | 97
O=C(CCN1C(=O)c2ccccc2C1=O)NCc1ccncc1 | 1 | 1 | 0.7 | 4 | -3 | -1 | -11 | -2 | 16 | 101
Cc1[nH]n(-c2ccc([N+](=O)[O-])cc2)c(=O)c1C=NCCN1CCN(C(=O)c2ccccc2)CC1 | -13 | -4 | -3.7 | 1 | -1 | 0 | -4 | 10 | -7 | 97
CCOc1cc(NS(=O)(=O)c2ccc(NC(C)=O)cc2)c(OCC)cc1NC(=O)c1cccs1 | 18 | 4 | 2.3 | 1 | -2 | 4 | -5 | -8 | 13 | 102
COc1ccc(N(CC(=O)N2CCN(Cc3ccccc3)CC2)S(=O)(=O)c2ccccc2)cc1 | 7 | -11 | -0.7 | -1 | 3 | 2 | x | 14 | 0 | 92
OC(c1ccc(F)c(F)c1)c1nc(-c2cncnc2)cs1 (centres undefined) | -4 | 0 | -1.7 | -1 | -2 | -8 | -4 | 0 | -13 | 101
O=C(COc1cc(F)ccc1[N+](=O)[O-])NCCCc1ccccc1 | -15 | 1 | -0.1 | -2 | 0 | 4 | -3 | -2 | 12 | 95
CCS(=O)(=O)N1CCC(C(=O)NCc2ccccc2OC)CC1 | 5 | 0 | -1.5 | 2 | 5 | 6 | -7 | 7 | 28 | 91
Cc1nn(-c2ccccc2)c2sc(C(=O)OCc3nnc(-c4ccccc4)o3)cc12 | -6 | 2 | -0.1 | -1 | 8 | 0 | -5 | -9 | 3 | 94
O=C1c2cccc([N+](=O)[O-])c2C(=O)N1c1c[nH]c(=O)[nH]c1=O | 9 | 1 | 0.6 | 2 | -7 | 0 | -4 | 3 | 19 | 100
O=C(COC(=O)Cc1ccsc1)Nc1ccc(Cl)c(S(=O)(=O)N2CCOCC2)c1 | 2 | -1 | -2.2 | 2 | -12 | 4 | -5 | 3 | 9 | 105
O=C(Nc1nc2ccc(F)cc2s1)C1CCN(S(=O)(=O)c2cc([N+](=O)[O-])ccc2Cl)CC1 | 0 | 0 | 0.0 | -9 | -6 | 6 | -4 | 5 | 13 | 92
CCCCCCC(=O)N1CCN(c2cc3c(cc2F)c(=O)c(C(=O)O)cn3CC)CC1 | 3 | -1 | -1.2 | 5 | -7 | -3 | -5 | -17 | 1 | 99
O=C(Nc1cccc2ccccc12)c1ccccc1Cl | 3 | -5 | -1.2 | 2 | -1 | 12 | -3 | 6 | 4 | 98
Nc1nc(SCC(=O)Nc2ccccc2)[nH]c(=O)c1-c1ccccc1 | -4 | -7 | -2.1 | 2 | -7 | -5 | -7 | 1 | 6 | 103
CCCCC1CCC(C(=O)N(CCOC)c2c(N)n(CCCC)c(=O)[nH]c2=O)CC1 (centres undefined) | -4 | 7 | -1.2 | 1 | -3 | -1 | -4 | -10 | 10 | 109
Cc1ccc(S(=O)(=O)N2CCN(C(=O)c3cccs3)CC2)cc1 | 1 | -4 | -2.3 | -2 | 5 | 4 | -4 | 0 | -5 | 99
COc1ccc(Cc2[nH]n3c(=O)cc(C)nc3c2-c2ccccc2)cc1 | 22 | -7 | -3.5 | 2 | 2 | -6 | -12 | 2 | -4 | 104
CC1(OC(=O)CCc2ccccc2)C(=O)C=C2C=C(c3ccc(C#N)cc3)N(c3ccccc3)C=C2C1=O (centres undefined) | 8 | 7 | -2.0 | 2 | -5 | 6 | -6 | 2 | 2 | 102
